thrombin 1536 – blocks human thrombin protease activity. alpha-thrombin, Boc-VPR-AMC fluorogenic substrate cleavage. inhibition, % at 5 µM. 220,000 tested, 0.26% active. AID 1046;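 active means inhibition at or above 40%; inactive means inhibition below 40%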;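 further: 0% = enzyme with no compound and 100% = wells without enzyme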
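Material: Human alpha-thrombin protein | Buffer or medium: pH 7.5 Tris-saline with Tween 20 | Reagent: Boc-VPR-AMC substrate, 15 µM final | Schedule: Reaction at ambient temperature | Detection: AMC fluorescence at 355 nm excitation and 460 nm emission | Evaluation: Percent inhibition scaled between no-compound controls and no-enzyme blanks | Controls: no-compound enzyme wells and no-enzyme blanks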
FXIIa inh 1536 – blocks human coagulation factor XIIa protease activity | P00748 | purified FXIIa, Boc-QGR-AMC fluorogenic substrate, 2 h | inhibition, % at 5 µM | 220,000 tested, 0.3% active; in the data active means inhibition above about 40%;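 further: 0% = enzyme with no compound and 100% = blank without enzyme; many of its hits are not listed in these tables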
Runt-SMMHC FRET – inhibitors of human RUNX1 Runt domain binding to CBFb-SMMHC; inhibition, % at 20 µM; Q01196+Q13951; AID 1434; 220,000 tested, 0.74% active; Cerulean-Runt/Venus-CBFb-SMMHC FRET ratio 530/480, 1 h;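 active means mean inhibition across duplicate retests at 20 µM reaching about 50%, limit read from the data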;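 further: 0% = DMSO wells and 100% = wells with excess untagged CBFb-SMMHC; inhibitors lower the FRET ratio by blocking Runt binding to CBFb-SMMHC; some results filed as inactive read as strong as hits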
14-3-3 Bad inh – disrupts binding of bovine 14-3-3 zeta to phospho-Bad peptide. P63103. TR-FRET 14-3-3zeta/Dy647-pBad peptide displacement, 1 h. inhibition, % at 21.7 µM. 220,000 tested, 0.71% active. AID 781;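 active means inhibition above about 70%, limit read from the data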;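 further: 0% = full 14-3-3 plus peptide FRET controls and 100% = background without 14-3-3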
Target sequence (P63103 whole entry, looked up): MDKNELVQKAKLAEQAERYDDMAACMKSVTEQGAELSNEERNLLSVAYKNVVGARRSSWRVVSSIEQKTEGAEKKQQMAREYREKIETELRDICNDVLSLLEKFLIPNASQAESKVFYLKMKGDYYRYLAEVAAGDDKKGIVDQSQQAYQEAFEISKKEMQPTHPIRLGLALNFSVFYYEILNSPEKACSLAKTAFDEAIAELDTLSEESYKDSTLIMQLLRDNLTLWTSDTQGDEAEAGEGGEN
Wee1 stabilizer – blocks degradation of human Wee1 kinase | P30291 | HeLa Luc-Wee1K328M stability, luciferase luminescence; 100% = proteasome inhibitor MG132 effect | reporter increase, % at 5 µM | 220,000 tested, 1.2% active | AID 1321;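 active means activation above the mean of all tested compounds plus 3 SD, set per screening run, cut at about 8.8% in these data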;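 further: cells exposed to compound for 20 h before luminescence read; 0% = DMSO alone and 100% = MG132 at 30 µM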
Hck-Nef inh – human Hck-Nef kinase inhibition; P08631; Recombinant Hck-YEEI plus Nef, Z-Lyte FRET kinase assay; inhibition, % at 20 µM; 220,000 tested, 0.68% active; AID 463187;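 active means Hck-Nef kinase inhibition above about 50%, limit read from the data; inactive means inhibition below that limit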;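 further: 0% = DMSO with Hck plus Nef and 100% = Hck alone without Nef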
Target sequence (P08631 whole entry, looked up): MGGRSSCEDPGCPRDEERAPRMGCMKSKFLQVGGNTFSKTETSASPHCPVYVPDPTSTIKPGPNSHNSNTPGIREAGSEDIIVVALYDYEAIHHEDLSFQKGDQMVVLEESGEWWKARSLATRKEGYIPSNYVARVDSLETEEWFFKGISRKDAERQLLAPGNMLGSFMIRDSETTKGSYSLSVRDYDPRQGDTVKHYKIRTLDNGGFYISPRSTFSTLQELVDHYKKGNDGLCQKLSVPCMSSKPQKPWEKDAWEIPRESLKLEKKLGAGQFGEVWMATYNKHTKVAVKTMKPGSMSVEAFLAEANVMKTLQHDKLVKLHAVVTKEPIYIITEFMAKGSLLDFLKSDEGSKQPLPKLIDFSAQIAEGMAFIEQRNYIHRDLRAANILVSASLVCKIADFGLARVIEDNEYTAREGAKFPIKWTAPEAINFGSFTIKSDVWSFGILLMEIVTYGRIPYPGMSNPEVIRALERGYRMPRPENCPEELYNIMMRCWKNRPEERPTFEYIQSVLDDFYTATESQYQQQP
Runt-CBFb FRET – Runt domain-CBFb interaction inhibition; 220,000 tested, 0.46% active; inhibition, % at 20 µM; Q01196+Q13951; Cerulean-Runt/Venus-CBFb FRET ratio 530/480, 1 h;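 active means inhibition over about 50% at 20 µM in the single-dose screen, limit read from the data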;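 further: 0% = DMSO wells and 100% = excess unlabeled CBFb competitor control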
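Assay system: Cerulean-Runt domain / Medium: Tris 50 mM pH 7.5, KCl, K2SO4, 0.01% BSA / Timing: protein complex preformed 1 h, compound exposure 1 h, room temperature, dark / Measured by: FRET, excitation 422 nm, emission at 530 and 480 nm / Evaluation: loss of energy transfer signal / Control set: 5 µM unlabeled CBFb as full-inhibition high control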
hK5 inh – kallikrein 5 (human) inhibition; 210,000 tested, 0.59% active; recombinant hK5, fluorogenic AMC substrate cleavage; Q9Y337; inhibition, % at 5 µM;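 active means inhibition of 40% or more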;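 further: 0% = enzyme controls without compound and 100% = no-enzyme blanks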
Target sequence (Q9Y337 67-293 limits assumed): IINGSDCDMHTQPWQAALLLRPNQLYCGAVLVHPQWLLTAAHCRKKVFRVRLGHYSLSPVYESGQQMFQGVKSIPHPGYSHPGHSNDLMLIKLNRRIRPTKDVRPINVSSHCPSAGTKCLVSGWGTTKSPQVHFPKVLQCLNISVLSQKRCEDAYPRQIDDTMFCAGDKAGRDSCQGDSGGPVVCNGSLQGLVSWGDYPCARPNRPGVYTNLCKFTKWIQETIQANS
FXIa inh 1536 – factor XIa (human) inhibition | P03951 | purified FXIa, Boc-Glu-Ala-Arg-AMC fluorogenic substrate | inhibition, % at 5 µM | 220,000 tested, 0.14% active | AID 798;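 active means inhibition of at least 40%; inactive means inhibition below 40%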;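 further: fluorescence of freed AMC excited at 355 nm; 0% = enzyme without compound and 100% = no enzyme blank; many of its hits are not listed in these tables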
Numbers without * were called inactive; / = no result given; [ ] = dose if it differs, or a comment.

SMILES	thrombin 1536	FXIIa inh 1536	Runt-SMMHC FRET	14-3-3 Bad inh	Wee1 stabilizer	Hck-Nef inh	Runt-CBFb FRET	hK5 inh	FXIa inh 1536
CCn1c2ccccc2c2nc3cc(OC)c(OC)cc3nc21	-8	-7	4	1[fluorescence artefact?]	4	16	2	-5	-10
COc1ccc(C(C#N)C2(C)OCCO2)cc1OC (centres undefined)	-8	11	2	20	2	0	1	-5	2
Cn1c(OCc2ccco2)nc2c1c(=O)n(Cc1ccc(Cl)c(Cl)c1)c(=O)n2C	-2	11	5	-8	-1	4	4	2	-1
O=C(N/N=C/c1ccccc1OC(F)F)NC1CCCCC1	-2	5	0	10	0	26	1	2	-2
S=c1nc(-c2cc(Cl)cc(Cl)c2)[nH][nH]1	-1	6	9	-7	-2	-26	34	-2	-8
COC(=O)C1=C(C)NC(C)=C(C(=O)OC)C1c1cc2cc(C)ccc2[nH]c1=O	-5	2	6	-11	-2	2	16	-11	0
OCC(O)C1OC(Nc2ccc(Cl)cc2)C(O)C1O (centres undefined)	-5	2	1	1	6	9	1	-2	-2
O=c1c(Cl)c(N2CCCCC2)cnn1-c1nc2ccccc2[nH]1	2	13	1	3	-3	1	-1	-12	2
Cc1nc2cc(-n3ccc(=O)cc3)ccc2n1-c1ccccc1	0	18	-5	-10	2	0	3	-26	0
CC(=O)Nc1ccc(Nc2cc(C)nc3c(-c4ccc(Cl)cc4)cnn23)cc1	-2	7	6	-2	-2	3	-4	-12	5
CC(C)Oc1cc(NC(=O)CS(=O)CC(=O)N(C)C)c(Cl)cc1Cl (centres undefined)	-4	3	0	0	2	15	4	-5	-1
O=C(CCC(=O)c1cccs1)NCC(=O)Nc1ccc(F)c(F)c1F	-12	2	0	-3	-1	3	1	-20	-5

5 successive records from above, quoted:
SMILES	thrombin 1536	FXIIa inh 1536	Runt-SMMHC FRET	14-3-3 Bad inh	Wee1 stabilizer	Hck-Nef inh	Runt-CBFb FRET	hK5 inh	FXIa inh 1536
O=c1c(Cl)c(N2CCCCC2)cnn1-c1nc2ccccc2[nH]1	2	13	1	3	-3	1	-1	-12	2
Cc1nc2cc(-n3ccc(=O)cc3)ccc2n1-c1ccccc1	0	18	-5	-10	2	0	3	-26	0
CC(=O)Nc1ccc(Nc2cc(C)nc3c(-c4ccc(Cl)cc4)cnn23)cc1	-2	7	6	-2	-2	3	-4	-12	5
CC(C)Oc1cc(NC(=O)CS(=O)CC(=O)N(C)C)c(Cl)cc1Cl (centres undefined)	-4	3	0	0	2	15	4	-5	-1
O=C(CCC(=O)c1cccs1)NCC(=O)Nc1ccc(F)c(F)c1F	-12	2	0	-3	-1	3	1	-20	-5

(list continues)
SMILES	thrombin 1536	FXIIa inh 1536	Runt-SMMHC FRET	14-3-3 Bad inh	Wee1 stabilizer	Hck-Nef inh	Runt-CBFb FRET	hK5 inh	FXIa inh 1536
COc1ccc(NS(=O)(=O)c2cccc(NC(=O)CCC(=O)c3cccs3)c2)cc1	-8	12	2	5[fluorescence artefact?]	3	7	0	-4	4
Cc1cc(-n2nc(C)cc2C)nc(NS(=O)(=O)c2ccccc2)n1	-1	-5	2	-9	1	-3	-1	1	-3
OCCN1CCN(Cc2cc(Cl)c3cccnc3c2O)CC1	4	11	-6	-15	4	1	4	-213	-6
COC(=O)c1ccccc1NC(=O)C1CCCN(S(C)(=O)=O)C1 (centres undefined)	4	8	-2	69	-3	0	1	-8	2
N#Cc1cc(N2CCCCC2)c([N+](=O)[O-])cc1C#N	-4	10	1	1	-1	3	0	-9	7
O=C(NCCC(=O)N1CCN(c2ncccn2)CC1)c1ccccc1Cl	-4	6	-4	-4	1	3	-1	3	1
COC(=O)c1c(C(=O)OC)c2n(c1C)CCS2	0	5	-3	-5	4	6	1	-8	-6
O=C(Oc1ccc(-n2cnnn2)cc1)c1ccco1	15	10	-2	-12	-1	-4	-3	17	5
O=c1cc2c(nn1Cc1c(Cl)cccc1Cl)-c1ccccc1CC2	-2	-20	1	-16	3	0	-8	-7	-2
NCCN=C1NS(=O)(=O)c2ccccc21	2	12	1	-9	0	6	0	-8	5
NC(=O)CS(=O)(=O)c1nc2ccccc2n1CC(=O)N1CCCCC1	8	17	-1	-1	-2	0	-1	2	1
COc1ccc(S(=O)(=O)NCCCCCC(=O)NCCCN2CCOCC2)cc1	-9	-3	4	6[fluorescence artefact?]	-2	-2	-1	2	-2
Cc1[nH]c2ccccc2c1Cc1nnc(SCCC#N)o1	-1	12	-1	-13	-4	1	0	-13	4
CCCCNS(=O)(=O)c1ccc2c(c1)oc(=O)n2CC(=O)OCC	1	5	1	-5	-1	0	1	-5	0
CC(=O)Nc1ccc(NC(=O)CSc2ccc(-c3cccs3)nn2)cc1	-7	2	-10	-5	3	-12	2	-5	-6
COC(=O)c1ccc2c(=O)n(CCO)c(=S)[nH]c2c1	-3	0	1	-24	-1	-2	2	-16	-11
O=C(Cc1ccc(Br)cc1)N/N=C/c1ccc(-c2cccc(C(=O)O)c2)o1	2	11	-1	2	0	14	0	3	5
CC1=CC2=NC(=O)/C(=C\c3cccn3CCOc3cc(C)ccc3C)C(=N)N2O1	0	11	-14	-13	-1	3	-6	-3	8
Cc1cc(C(F)(F)F)nn1CC(=O)NNC(=S)NCC(C)C	7	13	4	-9[fluorescence artefact?]	-2	6	0	-147	-7
COc1ccc(-n2c(C)cc(C(=O)CSc3ccc(NC(C)=O)cc3)c2C)cc1	-1	8	-2	-3	-1	8	-1	-12	-2
CCC(=O)Nc1nnc(CSCc2ccccc2)s1	1	11	0	7	0	3	1	-25	6
O=C1/C(=C\c2ccsc2)NC(=S)N1c1ccccc1	-11	5	7	-24	-3	23	5	5	-3
COC(=O)C(CC(=O)c1ccc(Cl)cc1)c1ccc(C)cc1 (centres undefined)	5	9	2	4	3	1	-1	16	2
O=C1CC(C(=O)Nc2ccccc2)C2(CCCCC2)O1 (centres undefined)	-1	12	-1	-4	-1	-11	1	7	7
CS(=O)(=O)N(Cc1ccccc1)c1ccc(C(=O)NCc2cccnc2)cc1	-1	13	0	4	-1	-1	0	1	2
CC(C)c1ccc(NC(=S)NCc2ccc3c(c2)OCO3)cc1	-26	5	-2	-13	-2	12	2	-2	-7
CN(C)CCN1C(=O)c2oc3ccc(F)cc3c(=O)c2C1c1ccncc1 (centres undefined)	-5	24	-5	9	0	1	-2	-3	18
CCN(c1cccc(C(F)(F)F)c1)S(=O)(=O)c1ccc2c(c1)CCN2C(=O)C1CC1	6	20	-2	1	1	0	-5	2	6
CC(C)(C)c1nnc(NC(=O)CN2C(=O)C3C4C=CC(C4)C3C2=O)s1 (centres undefined)	-1	16	-2	-6[fluorescence artefact?]	-1	5	1	0	2
Cc1cccc(OCC(=O)NCC(=O)N/N=C/c2c(C)[nH]c3ccccc23)c1	-1	13	1	-5	3	40	0	-1	2
S=c1[nH]nc(-c2ccco2)n1/N=C/c1cccs1	-10	9	11	-7	2	1	17	-3	4
COc1ccccc1NC(=O)Cc1c(F)cccc1Cl	-12	11	-1	-2	-2	1	0	-11	8
C(#CCN1CCC(Cc2ccccc2)CC1)COCCOCc1ccccc1	-2	9	-9	0	2	4	-4	-20	6
c1ccc(C2(c3ccccc3)OCC(Cn3cncn3)O2)cc1 (centres undefined)	1	13	-5	-2	-2	4	0	-4	0
O=C(c1ccccc1)c1cnc(Nc2ccc(Cl)c(Cl)c2)s1	-3	9	59	1	1	1	21	4	-4
O=C(COc1ccc(Cl)cc1Cl)NCc1ccco1	-1	14	2	-9	1	5	-1	-27	8
O=C(c1cnn2c(C(F)F)cc(C3CC3)nc12)N1CCc2ccccc2C1	-1	2	0	0	-3	2	-2	10	-8
Cc1cccc2[nH]c(SCC(=O)O)nc12	-7	/	7	-3	-3	-4	1	-2	-5
CC(=O)c1cccc(NC(=O)c2cc(C)no2)c1	-1	21	-1	11	2	0	0	-8	7
C=CCn1c(N)c(-c2nc3ccccc3n2C)sc1=S	-9	3	-1	-2	2	1	10	-31	-2
O=[N+]([O-])c1ccc(O)c(/C=N/NC(=S)Nc2ccc(Cl)cc2Cl)c1	-1	9	-5	-11	2	0	0	-10	6
O=C(Nc1ccc([N+](=O)[O-])cn1)c1ccc(Br)o1	-4	-1	3	7	10*	-2	0	-11	-6
Cc1cc(OCC(=O)NCCCN(C)C)cc(C)c1Br	4	16	-7	-1[fluorescence artefact?]	1	-4	-3	-6	6
S=c1[nH]nc(Cc2ccc(Cl)cc2)n1-c1ccc2c(c1)OCCO2	-2	3	13	-8	-4	29	3	-6	-4
Cc1ccc(OCC(=O)Nc2cccc(C)n2)c(C)c1	-7	-3	-3	4	3	12	-1	1	-6
Cc1ccc(NC(=O)c2sc3nc(CCl)[nH]c(=O)c3c2C)c(C)c1	/	1	0	4	16*	15	-6	-4	1
CN1CCN(c2ccccc2NC(=O)c2ccc(N3CCCCC3)c([N+](=O)[O-])c2)CC1	0	7	-10	5	2	-2	-1	/	2

Full records from above. Order of screens: thrombin 1536 | FXIIa inh 1536 | Runt-SMMHC FRET | 14-3-3 Bad inh | Wee1 stabilizer | Hck-Nef inh | Runt-CBFb FRET | hK5 inh | FXIa inh 1536
Cc1cccc2[nH]c(SCC(=O)O)nc12 is listed as -7 | / | 7 | -3 | -3 | -4 | 1 | -2 | -5
Cc1cc(OCC(=O)NCCCN(C)C)cc(C)c1Br is listed as 4 | 16 | -7 | -1[fluorescence artefact?] | 1 | -4 | -3 | -6 | 6
OCCN1CCN(Cc2cc(Cl)c3cccnc3c2O)CC1 is listed as 4 | 11 | -6 | -15 | 4 | 1 | 4 | -213 | -6
CC(=O)Nc1ccc(NC(=O)CSc2ccc(-c3cccs3)nn2)cc1 is listed as -7 | 2 | -10 | -5 | 3 | -12 | 2 | -5 | -6

High-throughput results: PubChem BioAssay, several laboratories
